Mtb RmlCD inh – blocks M. tuberculosis RmlC and RmlD coupled enzymes | P9WH09+P9WH11 | RmlC+RmlD coupled enzyme assay, percent inhibition; primary screen in compound mixtures | inhibition, % at 3.6 µM | 160,000 compounds, 0.03% hits; in the data active = inhibition mostly above about 34%, no sharp cut-off; also: some results filed as inactive read as strong as hits
Target sequence (P9WH09 whole entry, looked up): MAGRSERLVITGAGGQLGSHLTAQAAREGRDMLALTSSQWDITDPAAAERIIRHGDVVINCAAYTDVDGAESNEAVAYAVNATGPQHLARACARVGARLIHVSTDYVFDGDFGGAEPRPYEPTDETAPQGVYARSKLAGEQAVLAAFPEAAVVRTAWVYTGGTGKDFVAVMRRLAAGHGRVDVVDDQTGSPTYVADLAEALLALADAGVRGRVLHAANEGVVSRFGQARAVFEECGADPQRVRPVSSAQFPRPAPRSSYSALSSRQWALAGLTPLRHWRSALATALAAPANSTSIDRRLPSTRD
Target sequence (P9WH11 whole entry, looked up): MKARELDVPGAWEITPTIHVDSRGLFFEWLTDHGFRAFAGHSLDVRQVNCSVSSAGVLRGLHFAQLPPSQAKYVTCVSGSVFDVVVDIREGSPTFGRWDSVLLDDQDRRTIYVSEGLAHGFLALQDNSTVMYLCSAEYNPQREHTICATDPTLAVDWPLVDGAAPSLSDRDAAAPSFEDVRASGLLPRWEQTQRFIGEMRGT
M. tuberculosis GlmU – inhibition of mycobacterial GlmU enzyme – biochemical, glucosamine-1-phosphate acetyltransferase (AID 1376) | M. tuberculosis GlmU acetyltransferase enzyme assay; higher % means a stronger effect | inhibition, %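 (tested at 30 µM in the primary screen)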, or IC50 in µM where a hit was titrated | 220,000 compounds, 0.25% hits; in the data active = inhibition above about 13%;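 also: 0% = complete reaction with vehicle and 100% = reaction without substrate; strong numbers were not always called active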
* hit, by the source's call; . = not tested or not shown; & = joins results of further samples. Not all compounds are listed; the hit share may differ from the screen's.

canonical_smiles	M. tuberculosis GlmU	Mtb RmlCD inh
Cc1ccc(S(=O)(=O)NCCc2ccc(S(N)(=O)=O)cc2)cc1	4.7%	7
O=C(NC(=S)N1CCN(c2ccccn2)CC1)c1ccccc1	1.7%	.
Cn1ccnc1SCC(=O)Nc1ccccc1	5.1%	.
Cc1ccc(NC(=O)C(=O)NCC2CCN(C(=O)c3cccc([N+](=O)[O-])c3)CC2)cc1	-1.7%	.
Cc1cc(NC(=O)CN2C(=O)CCSc3ccccc32)no1	16%	12
O=C(O)CSCC(=O)Nc1ccc(C(F)(F)F)cc1	3.3%	0
NC(=S)NC1CCS(=O)(=O)C1 (stereo unspecified)	2.4%	6
O=C(Cn1cnc2ccccc2c1=O)NC1CCCc2ccccc21 (stereo unspecified)	2.5%	1
CC(C)CC(=O)Nc1ccc(Nc2ccccc2)cc1	-4.5%	.
Cc1ccc2[nH]cc(CCCN3C(=O)c4ccccc4C3=O)c2c1	-4.2%	3
c1cnc(N2CCN(Cc3ccc4c(c3)OCO4)CC2)nc1	3.4%&3.4%	3
COc1ccc(NC(=S)N(CCN2CCCCC2)Cc2ccco2)cc1	3.0%	2
Cc1nn(-c2ccccc2)c(Cl)c1/C=N/NC(=O)c1ccccc1F	0.6%	-10
O=C(COc1ccccc1)OC(C(=O)c1ccccc1)c1ccccc1 (stereo unspecified)	3.4%	10
COc1ccc(/C=N/N=C(\N)c2nonc2N)cc1OC	3.6%	5
C=CCCC(=O)Nc1nc(C)c(-c2csc(Nc3cc(OC)ccc3OC)n2)s1	-2.2%	52
Oc1c(Cl)cc(Cl)cc1C=Nc1ccccc1N1CCCC1	6.8%	5
COc1cc2c(cc1OC)C(C(=O)O)C(c1ccc(C)o1)N(C)C2=O (stereo unspecified)	1.2%	3
Nc1ccccc1C(=O)OCCOc1ccccc1	2.5%	0
CCC(=O)N1c2ccc(S(=O)(=O)CCC(=O)N3CCN(c4ccccc4)CC3)cc2CC1C (stereo unspecified)	.	-3
O=C1CN=C(c2ccc(Cl)cc2)c2oc3ccccc3c2N1	2.9%	.
CCCC1C2CN(C(C)=O)CC=C2C(C#N)=C(N)C1(C#N)C#N (stereo unspecified)	1.7%	0
COc1cc(-c2nn3c(-c4cccnc4)nnc3s2)cc(OC)c1OC	12%	10
COc1ccc(-c2nc3ccccc3n2Cc2ccc(C)cc2)cc1	6.1%	4
Cc1ccc(NC(=O)N[C@H](C(=O)O)C(C)C)c(C)c1	-0.5%	10
Cc1ccc(-c2csc(=S)n2CC(=O)OCC(=O)NCc2ccc(F)cc2)cc1	5.0%	.
CCn1c(C(C)NC(=O)c2cccc(C)c2)n[nH]c1=S (stereo unspecified)	2.9%	7
CCCCNC(=O)c1cc(-c2ccc(OC)cc2)on1	-1.8%	3
Cc1cccc(N2CC(C(=O)O)CC2=O)c1C (stereo unspecified)	4.5%	37
O=C(CSc1ncnc2ccccc12)NCCc1ccccc1	4.0%	-9
CCCN1C(=O)C2(/C(=C(\O)c3ccc4c(c3)OCCO4)C(=O)C(=O)N2CCCOC)c2ccccc21 (stereo unspecified)	-0.9%	12
Nc1nc(SCc2ccc3c(c2)OCCO3)n[nH]1	-3.8%	-5
CC(C)N1CCC(N2CCN(CC#Cc3ccccc3)CC2CCO)CC1 (stereo unspecified)	-1.0%	.
O=C(Cc1cccs1)Nc1cccc(-c2nc3ccccc3[nH]2)c1	-2.2%	2
CC(C)c1ccc2[nH]c(O)c(N=NC(=O)c3ccc(CSc4nncn4C)cc3)c2c1	-0.5%	5
Cc1cc2cc(CNC(=S)NC3CCCCC3)ccc2n1C	2.8%	7
NS(=O)(=O)c1ccc(NC(=O)/C=C/c2ccc3c(c2)OCO3)cc1	7.1%	-6
CCCc1cc(=O)[nH]c(SCc2cc(Cl)ccc2OC(F)F)n1	2.2%	-21
O=C(OC1CCOC1=O)c1cc(-c2ccc(Br)cc2)nc2ccccc12 (stereo unspecified)	3.8%	-2
CN1CCN(NC(=O)c2cc(Br)ccc2Cl)CC1	0.5%	3
O=C(CN1C(=O)/C(=C/c2ccccc2)SC1=S)Nc1cccnc1	0.3%	6
Cc1cc(C)nc(SCC(=O)Nn2cnnc2)n1	9.1%	-5
COc1cc(SC)ccc1C(=O)Nc1ccc2c(c1)OCCO2	0.2%	19
N#C/C(=C/c1ccc(N2CCCCC2)o1)C(=O)NCCc1c[nH]c2ccccc12	-1.7%	.
OCCN1CCN(CCOc2cccc(Cl)c2)CC1	1.6%	6
COc1ccc(NC(=O)c2ccc3nc[nH]c3c2)c(OC)c1	2.3%	18
Cc1cc(C(F)(F)F)n2nc(-c3sccc3-n3cccc3)cc2n1	.	-6
Cc1cc(N2CCN(c3ccccn3)CC2)n2cc(-c3ccccc3)nc2n1	3.7%	5

Part of the list above in order of heavy-atom count, high to low:
canonical_smiles	M. tuberculosis GlmU	Mtb RmlCD inh
CCCc1cc(=O)[nH]c(SCc2cc(Cl)ccc2OC(F)F)n1	2.2%	-21
COc1ccc(NC(=O)c2ccc3nc[nH]c3c2)c(OC)c1	2.3%	18
OCCN1CCN(CCOc2cccc(Cl)c2)CC1	1.6%	6

(further entries)
canonical_smiles	M. tuberculosis GlmU	Mtb RmlCD inh
COCCCn1c(=O)/c(=C\c2ccccc2OC(F)F)s/c1=C(/C#N)C(N)=O	-2.9%	-10
Cc1c(Cl)cccc1NCC(=O)NN=C1CCCC1	-0.8%	1
COC(=O)N/N=C/c1cc(C)n(-c2ccc(F)cc2)c1C	6.1%	-6
Cc1cc(C)n(C2CC(=O)N(c3cccc(Cl)c3)C2=O)n1 (stereo unspecified)	0.9%	-15
CCc1ccc(CCC(=O)Nc2ccccc2C(=O)O)o1	-4.2%	0
Cc1ccc(N(CC(=O)NCCSc2ccccn2)S(C)(=O)=O)cc1	-5.4%	-5
O=C(NC(=S)NCC1CCCO1)c1ccccc1[N+](=O)[O-] (stereo unspecified)	6.5%	6
O=C(Nc1nc(-c2ccccc2)cs1)c1cccnc1	4.9%	12
Cc1ccc(C(=O)Oc2ccc(C(=O)COC(=O)C3CC(=O)N(Cc4ccco4)C3)cc2)cc1 (stereo unspecified)	7.0%	.
COc1cc(NC(=S)NCc2cccs2)cc(OC)c1	-1.0%	.
CC(C)C[C@H](NC(=O)OC(C)(C)C)c1n[nH]c(=S)n1N	0.4%	.
CCOc1ccccc1NC(=O)CN(c1nccs1)S(=O)(=O)c1ccc(N)cc1	0.5%	.
CN(C)c1nc(C(=O)O)nc(N2CCOCC2)n1	-0.9%	.
Cc1ccc2nc(C(F)OC(F)(F)F)[nH]c2c1 (stereo unspecified)	2.1%	1
Cc1ccc(S(=O)(=O)N2CCOCC2)cc1C(=O)NCc1cn2ccsc2n1	-2.3%	13
O=C(Nc1nnc(COc2ccc(F)cc2)s1)c1cccs1	8.5%	-1
COc1cc(C(=O)/C=C/Nc2ccc(NC(C)=O)cc2)cc(OC)c1OC	1.8%	-2
S=C1NC(c2ccccc2)N2C(=S)NC(c3ccccc3)N12 (stereo unspecified)	-3.2%	-3
COC(=O)Cc1c(C)[nH]n(-c2cc(Cl)cc(Cl)c2)c1=O	2.4%	-9
Cc1cccc(-n2c(O)c(/C=N/Nc3nc4c(c(=O)n(C)c(=O)n4C)n3C)c(=O)[nH]c2=S)c1	3.0%	7
Cc1ccccc1N=Nc1c(C)[nH]n(-c2ccccc2)c1=O	-4.1%	7
COc1cc(CNc2ccc(N3CCCC3)cc2)ccc1OCc1ccccc1F	5.3%	3
Cc1cccc(C)c1NC(=O)c1sccc1SCc1cccc(C(F)(F)F)c1	3.2%	3
COc1cccc2sc(NC(=O)c3ccc(S(=O)(=O)N4CCOCC4)cc3)nc12	0.2%	2
CC(C)(C)c1ccc(C(=O)/C(C#N)=C/c2cccs2)cc1	.	7
CC(=O)N/N=C/c1cc(C(C)C)cc(/C=N/NC(C)=O)c1O	-0.3%	1
O=c1c2sc3nc(N4CCOCC4)c4c(c3c2ncn1-c1ccccc1)CCCC4	-7.0%	-8
COc1ccc(C(=O)NCc2nnc(SCC(=O)Nc3ccccc3OC)n2C)cc1	-6.3%	3
Cc1ccc(C2C(C(=O)c3cccs3)=C(O)C(=O)N2CCN2CCOCC2)o1 (stereo unspecified)	2.2%	.
c1ccc(C2CC(c3cccs3)n3nnnc3N2)cc1 (stereo unspecified)	-0.6%	-8
Cc1cc2nc(-c3ccc(SCc4ccc(C(=O)O)cc4)nc3)[nH]c2cc1C	13%*	11
Cn1cnnc1SCc1nc(N)nc(Nc2ccccc2)n1	-5.9%	-6
CCOc1ccccc1/C=N/Nc1ccccc1[N+](=O)[O-]	-0.2%	2
COC(=O)C1CSc2[nH]c(=O)sc2C1c1ccccc1 (stereo unspecified)	2.2%	15
Cc1cc(/C=C(\C#N)C(=O)Nc2ccc(F)cc2)c(C)n1-c1ccc(N2CCOCC2)c([N+](=O)[O-])c1	-5.9%	.
O=C(/C=C/c1cc([N+](=O)[O-])ccc1OC(F)F)NCc1ccc(F)cc1	0.0%	.
CC(C)CC(NS(=O)(=O)c1ccc2c(c1)oc(=O)n2C)C(=O)NC1CCCc2ccccc21 (stereo unspecified)	.	16
N#Cc1c(C(F)(F)F)cc(-c2cccs2)nc1SCc1cccnc1	1.2%	19
COc1ccc(OCC(O)CNCCNc2nccc(C(F)(F)F)n2)cc1 (stereo unspecified)	2.9%	43
CS(=O)(=O)N1CCN(C(=O)Cc2cccs2)CC1	0.8%	-4
Cc1cccc(C)c1NC(=O)C(NC=O)c1ccccc1Cl (stereo unspecified)	-2.4%	4
COCCNC(=O)/C(C#N)=C/c1cccs1	2.8%	2
CCOC(=O)C1CCCN(Cc2cn[nH]c2-c2ccc(F)cc2F)C1 (stereo unspecified)	1.8%	8
Cc1cc(NC(=O)CC2CCCC2)n(-c2nc3ccccc3[nH]2)n1	1.6%	-5
CCN(CC)C(=O)Cn1cc(C(=O)C(=O)N2CCc3ccccc32)c2ccccc21	-0.2%	-15
O=C(N/N=C/c1ccncc1)c1nc2ccccc2c(=O)[nH]1	9.1%	4
CCOC(=O)c1ccc(N2CCN(c3ccccc3F)CC2)c(NC(=O)Nc2ccccc2)c1	-8.2%	-6
COc1ccc(NC(=O)c2c(NC(=O)CNCC(C)C)sc3c2CCC3)c(OC)c1	-3.0%	5
Nn1c(SCC(=O)Nc2ccc(F)cc2)nnc1C1CCCCC1	-1.0%	11
Cc1ccccc1NS(=O)(=O)c1cc(C(=O)Nc2cccc([N+](=O)[O-])c2)ccc1C	1.8%	-3
O=C(NCc1cccc(Cl)c1)c1ccc2c(c1)OCO2	-5.9%	-2
Cc1cccc(NC(=S)NCCN2CCOCC2)c1C	7.2%	-12
O=C(N1CCCC1)n1c(Cc2ccccc2)nc2ccccc21	1.2%	.
N#Cc1nnn(-c2cc(Cl)cc(Cl)c2)c1N	1.6%	-5
COC(=O)c1c(C)cc(OC(C)=O)c(C)c1OC(C)=O	3.1%	.
CCc1nc(N2CCCC(C)C2)c2oc3ccccc3c2n1 (stereo unspecified)	-2.0%	-6
Fc1ccc(NCc2n[nH]c(=S)n2Cc2ccccc2)cc1	2.7%	16
CS(=O)(=O)N1N=C(c2ccccc2)CC1c1cccs1 (stereo unspecified)	-6.9%	.
CCNC(=O)NS(=O)(=O)c1cnccc1Nc1cccc(Cl)c1	-8.1%	0
COc1ccc(OC)c(N=c2ssnc2Cl)c1	7.3%	4

(list continues)
canonical_smiles	M. tuberculosis GlmU	Mtb RmlCD inh
c1nc(NCC2(N3CCOCC3)CCCCC2)c2ccsc2n1	3.0%	.
CC12CCC(C(=O)Nc3nc4ccc(Br)cc4s3)(OC1=O)C2(C)C (stereo unspecified)	-6.9%	.
CC(C)(C)C1CCC2(CC1)SCC(=O)N2c1ccccc1 (stereo unspecified)	-3.6%	.
COC(=O)c1ccc(/C=N/Nc2nc3ccccc3[nH]2)cc1	-12%	5
O=C(CC1SC(=Nc2ccc(OC(F)F)cc2)N(CCN2CCOCC2)C1=O)Nc1ccccc1 (stereo unspecified)	-0.7%	30
O=Nc1c2cc(-c3ccccc3)[nH]nc-2c2ccccc12	-2.3%	.

One compound at a time (already shown). Values in the order: M. tuberculosis GlmU | Mtb RmlCD inh
`c1nc(NCC2(N3CCOCC3)CCCCC2)c2ccsc2n1` as listed: 3.0% | .
`O=Nc1c2cc(-c3ccccc3)[nH]nc-2c2ccccc12` as listed: -2.3% | .
`CC12CCC(C(=O)Nc3nc4ccc(Br)cc4s3)(OC1=O)C2(C)C` (stereo unspecified) as listed: -6.9% | .
`CC(C)(C)C1CCC2(CC1)SCC(=O)N2c1ccccc1` (stereo unspecified) as listed: -3.6% | .

Source: PubChem BioAssay
